Screening results as filed in PubChem.
PfHsp40 yeast: rescue of PfHsp40-mediated yeast toxicity; S. cerevisiae expressing PfHsp40, growth rescue, ATP luminescence; growth rescue, % at 12.5 µM; hit rate 0.68% among 340,000; AID 504582; in the data active = growth rescue above about 28%, passing the limit was not always enough; inconclusive = no clear call, values can overlap the other calls;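 also: yeast W303a lacking pdr1 and pdr3 grown in galactose medium; growth measured after three days at 30 °C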
Anthrax LF prot: inhibitors of Bacillus anthracis lethal factor protease; P15917; multiplex microsphere protease cleavage assay, LF; inhibition, % at 10 µM; hit rate 0.12% among 360,000; AID 588501; also: plate controls were buffer without enzyme for full effect and enzyme alone for no effect
Target sequence (P15917 whole entry, looked up): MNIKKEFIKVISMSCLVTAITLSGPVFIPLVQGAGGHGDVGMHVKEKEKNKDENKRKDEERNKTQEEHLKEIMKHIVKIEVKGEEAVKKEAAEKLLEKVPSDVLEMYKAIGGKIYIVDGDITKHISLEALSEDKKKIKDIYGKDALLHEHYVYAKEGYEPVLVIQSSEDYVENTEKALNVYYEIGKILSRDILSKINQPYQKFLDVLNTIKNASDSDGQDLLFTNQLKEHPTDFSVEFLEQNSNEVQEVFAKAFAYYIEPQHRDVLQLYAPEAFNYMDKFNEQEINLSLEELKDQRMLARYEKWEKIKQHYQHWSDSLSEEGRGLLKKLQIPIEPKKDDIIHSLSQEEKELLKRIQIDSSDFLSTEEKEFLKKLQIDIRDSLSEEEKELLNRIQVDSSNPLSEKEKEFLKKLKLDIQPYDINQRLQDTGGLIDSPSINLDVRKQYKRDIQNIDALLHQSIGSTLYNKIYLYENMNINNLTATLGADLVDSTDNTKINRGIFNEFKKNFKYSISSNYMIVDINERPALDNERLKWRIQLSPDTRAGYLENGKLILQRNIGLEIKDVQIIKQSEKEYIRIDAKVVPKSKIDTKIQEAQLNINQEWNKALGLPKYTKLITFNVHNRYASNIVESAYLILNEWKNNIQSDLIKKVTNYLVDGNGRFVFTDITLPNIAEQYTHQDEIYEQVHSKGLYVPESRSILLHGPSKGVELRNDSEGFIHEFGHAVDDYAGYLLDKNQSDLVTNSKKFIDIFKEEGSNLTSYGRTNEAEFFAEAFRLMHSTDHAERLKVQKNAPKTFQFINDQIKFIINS
Vc quorum ag: induces V. cholerae light production without autoinducers. V. cholerae BH1578 lux reporter, luminescence, 6 h. activation, % at 18.7 µM. hit rate 0.16% among 350,000; in the data active = activation mostly above about 9.7%, no sharp cut-off; inconclusive = no clear call, values can overlap the other calls; inactive = mostly below about 3.7%; also: not every result past the cut was called active; inactives centre near 0; reference of the scale not given here
3CLpro inhibitor: SARS-CoV 3CLpro protease inhibition | P0C6X7 | inhibition, % at 6 µM | AID 1706 | hit rate 0.14% among 290,000 | recombinant SARS-CoV 3CLpro, quenched FRET peptide cleavage; in the data active = inhibition above about 12%
SSB-PriA inh: blocks PriA binding to SSB C-terminal tail | inhibition, % at 33 µM | AlphaScreen SSBct-PriA binding, biotinylated peptide | hit rate 0.6% among 430,000; in the data active = inhibition mostly above about 37%, no sharp cut-off; inactive = mostly below about 20%;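 also: plate controls were negative control peptide for no effect and reference peptide for full effect; strong numbers were not always called active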
Y pestis TopoI: Y. pestis Topo-I inhibition via cleavage products | Y. pestis Topo-I cleavage product accumulation, plate reader | activity, % at 10 µM | hit rate 0.064% among 360,000 | AID 504884; in the data active = activity above about 50%, passing the limit was not always enough; inconclusive = no clear call, values can overlap the other calls; also: inactives centre near 2
CCHF vOTU inh: CCHFV vOTU protease inhibition. Pep-AMC fluorescence. inhibition, % at 11.5 µM. hit rate 0.55% among 370,000; in the data active = inhibition above about 30%; also: 0% = vehicle wells with enzyme and 100% = no enzyme wells
DUSP3 inh: blocks human VHR1 dual specificity phosphatase. P51452. recombinant VHR phosphatase, pNPP absorbance. inhibition, % at 13.3 µM. hit rate 0.52% among 290,000; in the data active = inhibition above about 50%; also: some compounds called inactive have numbers as strong as hits
Target sequence (P51452 whole entry, looked up): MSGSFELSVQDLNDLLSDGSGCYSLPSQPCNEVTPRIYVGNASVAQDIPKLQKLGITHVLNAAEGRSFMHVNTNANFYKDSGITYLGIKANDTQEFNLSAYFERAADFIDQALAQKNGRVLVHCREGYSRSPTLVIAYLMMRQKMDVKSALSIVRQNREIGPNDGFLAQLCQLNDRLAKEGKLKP
TcdB inh: blocks C. difficile toxin B glycohydrolase activity; TcdB glycohydrolase enzymatic assay, plate reader; inhibition, % at 9.99 µM; hit rate 0.24% among 350,000; AID 652162; in the data active = inhibition above about 10%
BoNT-A LC inh2: BoNT A light chain protease inhibition. AID 588499. hit rate 0.17% among 360,000. multiplex microsphere protease substrate cleavage, flow cytometry. inhibition, % at 10 µM; also: plate controls were buffer without enzyme for full effect and enzyme alone for no effect
* = called active by the depositor; i = inactive; ? = inconclusive; . = not tested or not shown; & = joins results of further samples. Rule as the data show it, unless noted: active = inhibition above about 30%; inconclusive = no clear call, values can overlap the other calls; inactive = below that. Some of the compounds tested, so the mix of outcomes need not match the whole.

SMILES	PfHsp40 yeast	Anthrax LF prot	Vc quorum ag	3CLpro inhibitor	SSB-PriA inh	Y pestis TopoI	CCHF vOTU inh	DUSP3 inh	TcdB inh	BoNT-A LC inh2
O=C(c1ccc(S(=O)(=O)c2ccccc2Cl)c([N+](=O)[O-])c1)N1CCN(Cc2ccccc2)CC1	1.9	-1	-0.6	3	20	26	-6	-4	1.0	-0.7
Cc1cc(C)c(C#N)c(Sc2ccc(N)cc2)n1	3.0	-1	-0.1	1	-8	-2	7	4	.	-0.5
CN(c1ccccc1C(=O)Nc1cccc(Br)c1)S(=O)(=O)c1ccccc1	2.2	0	1.2	9	-35	4	4	-4	0.4	-2.6
O=C(NCc1ccc(Cl)cc1)c1nccnc1CO	0.6	-7	i	-6	-5	3	-1	-13	-5.4	-4.4
COc1ccc(S(=O)(=O)Nc2nc(C(F)(F)F)cs2)cc1	-0.7	-3	-0.3	3	12&-2	0	11	2	.	-0.3
O=C(O)c1ccc(CNC(=O)c2ccc3c(c2)C(=O)N(Cc2cccnc2)C3=O)cc1	-1.0	-4	i	1	-5	3	-5	-6	0.3	0.5
CC(C)(C)OC(=O)C[C@@H]1C/C=C\C[C@@H](CC(=O)N[C@H](CO)Cc2ccccc2)C(=O)N2CCC[C@@H]2COC1=O	1.6	-9	i	.	.	-3	16	.	.	0.2
Cc1ccc(Nc2c3c(nc4ncnn24)CCC3)cc1	-0.2	0	-0.6	3	-5	2	-4	17	0.7	-0.9
O=C(NC1CCCCC1)[C@@H]1CC=C[C@@H]2CCN(Cc3ccccc3)C(=O)[C@@H]21	0.1	4	-0.8	.	-2	3	-3	.	0.5	-0.4
COc1ccc(CN(C)S(=O)(=O)c2c(C)noc2C)cc1OC	-2.4	-4	-0.6	.	10	3	-2	.	0.2	1.4
COc1n[nH]c2nncnc12	-0.6	0	-5.3	0	3	-3	3	3	.	-0.6
COc1cc(C(C)=O)ccc1OCC(=O)N1CCC(Cc2ccccc2)CC1	.	-9	-5.6	.	.	20	14	.	0.7	0.2
Cc1ccc(-c2ccc(/C=C3/NC(=O)NC3=O)o2)cc1[N+](=O)[O-]	-0.7	1	-0.6	0	-4	-6	1	-10	1.1	3.7
O=C(Nc1cccc(Cl)c1)Nc1cccc(C(=O)O)c1	1.6	?	-0.4	-2	-7	4	-2	18	-0.2	-2.1
NC(=O)Nc1n[nH]c(-c2ccccc2)n1	-1.0	-11	-0.5	2	3	-1	1	17	0.8	3.3
COc1ccc(NC(=O)c2cc(-c3cc(F)ccc3OCC3CCCO3)n[nH]2)c(C)c1 (stereo not given)	.	0	-1.2	.	.	6	12	.	2.0	-0.1
N#C/C(=C/c1ccc(N2CCOCC2)o1)C(=O)NC1CCCCC1	-0.5	-11	-0.3	1	-16	2	22	16	-5.6	-0.5
CCN(CC)CCN(CC(=O)N(C1CCCCC1)C1CCCCC1)C(=O)c1cccnc1	0.7	-1	-0.3	1	-21	-2	-7	-1	0.7	-2.6
CSCC[C@H](NC(=O)c1cccs1)c1nnc2ccccn12	1.4	2	11	-2	-6	-3	9	-15	-0.2	0.9
CCOc1cc(/C=C(/C#N)c2ccc(Cl)cc2)cc(Cl)c1OCC(=O)O	-0.7	2	i	6	-4	14	8	22	-0.8	0.1
Cn1c(=O)c2c(nc(CN3CCN(C(c4ccccc4)c4ccccc4)CC3)n2CCCO)n(C)c1=O	0.3	3	i	5	-5	40	-2	10	0.1	0.3
COc1ccc(CCNC(=O)c2ccc(CN3CCC(Cc4ccccc4)CC3)cc2)cc1OC	0.3	-2	0.0	0	9	-1	7	2	0.4	0.2
CC(C)NS(=O)(=O)c1ccc(NC(=O)Cc2cccs2)cc1	1.0	-1	3.6	3	-2	0	9	0	.	-0.7
O=C(CSc1nnc(-c2ccncc2)o1)Nc1nncs1	0.3	-1	-0.1	-4	2	3	5	13	1.1	-2.0
CCn1nc(C)c(CN2CCCC(CNS(=O)(=O)c3ccc(OC)cc3)C2)c1C (stereo not given)	-0.4	-2	i	-2	5	-3	16	-2	-0.9	0.9

Other structures
SMILES	PfHsp40 yeast	Anthrax LF prot	Vc quorum ag	3CLpro inhibitor	SSB-PriA inh	Y pestis TopoI	CCHF vOTU inh	DUSP3 inh	TcdB inh	BoNT-A LC inh2
CC(=O)c1ccc(N2CCN(S(=O)(=O)c3c(C)[nH]c(C)c3C(=O)N3CCCC3)CC2)cc1	1.7	3	-0.3	0	-12	0	-2	-47	0.3	1.2
COCCCNC(=O)Cn1ccc(N)nc1=O	-1.6	1	i	.	-5	-2	-8	.	0.3	-1.1
COC(=O)c1cc(=O)nc(NN=C2c3ccccc3-c3ccccc32)s1	.	2	.	.	.	.	-1	.	0.1	-0.5
CC1(C)CC(NC(=O)C2CCN(S(=O)(=O)c3ccccc3C(F)(F)F)CC2)CC(C)(C)N1	-0.3	9	-0.8	-2	-6	-11	4	16	1.2	-0.1
[NH-]c1ncnc2c1N=C[N+]2=CC=CCO	1.6	1	-0.6	2	.	-9	11	6	-2.1	3.2
Cc1ccc(-n2nc3c(=O)n(CC(=O)NCCC4=CCCCC4)nc(C)c3c2C)cc1	-0.7	0	-2.6	-2	-1	-1	0	7	0.7	1.1
COc1cc(C2C(C#N)=C(N)N(c3sc4c(c3C#N)CCCC4)C3=C2C(=O)CC(C)(C)C3)cc(OC)c1OC (stereo not given)	-0.1	-2	i	-1	2	11	.	-4	.	1.4
O=C(Nc1ccc2c(c1)OCO2)c1ccccc1	-0.7	-4	i	3	2	-4	-8	7	1.3	-2.1
O=C(Nc1nc2ccccc2s1)Nc1ccc(F)cc1F	-0.7	8	i	9	-3	-7	-10	-8	-1.5	0.3
COc1cc(-c2c(NC(=O)c3ccco3)oc3c(C)cccc3c2=O)cc(OC)c1OC	-1.1	-2	i	2	-6	0	12	-1	1.8	-1.6
Oc1ccc(-c2n[nH]c(=S)n2Cc2ccccc2)cc1	-0.9	0	-0.1	0	-3	-1	1	-12	.	-0.6
Clc1ccc(SCCCCn2ccnc2)cc1	0.7	-2	i	3	12	14	12	-5	.	0.2
COc1cccc(C(=O)NCCn2ccc3ccccc32)c1	0.6	4	-0.6	-5	4	0	5	8	0.8	4.0
CCOC(=O)[C@]12CCC=C1N(Cc1ccccc1)C(=O)[C@H](CC(=O)N1CCOCC1)C2	.	7	.	.	.	.	-5	.	-0.2	0.1
COc1cccc(C(C(=O)NC2CCCC2)N(C(=O)CNC(=O)c2ccco2)c2cccnc2)c1 (stereo not given)	0.1	11	i	0	7	6	2	16	0.0	1.8
CCSc1nnc(NC(=O)CSc2nc3c(c(=O)n2CCOC)SC(C)C3)s1 (stereo not given)	1.1	-4	-0.2	.	-3&-3	5	0	26	1.2	0.0
COc1ccccc1N1CCN(C(CNS(=O)(=O)c2ccc(C)cc2)c2cccnc2)CC1 (stereo not given)	-0.8	-4	.	0	2	-2	-10	33	.	-0.2
O=C(NCCCc1ccccc1)c1cccc(NC(=O)C2CC2)c1	0.7	0	-1.0	.	-14	8	-7	.	1.4	-0.6
COc1ccc(N2CCN(C(=O)COC(=O)CCS(=O)(=O)c3ccc(C)cc3)CC2)cc1	0.7	.	i	.	-3	7	6	.	2.4	.
O=C(Nc1cccc(F)c1)/C(=C\c1cccnc1)NC(=O)c1cccs1	-0.5	3	.	3	-5	-2	-1	23	.	0.3
CCOc1ccccc1NC(=O)NCc1ccccc1F	0.0	0	-0.2	0	2	-1	-6	17	0.2	-1.5
COC(=O)N/N=C(C)/C=C/c1ccccc1	3.1	0	3.8	-2	.	1	3	.	.	0.4
O=C(Nc1ccccc1)/C(=C/c1ccccc1)NC(=O)c1ccco1	0.1	6	1.1	-2	-10	-1	3	-8	.	-0.7
O=[N+]([O-])c1cc(CN2CCN(c3cccc(C(F)(F)F)c3)CC2)c2cccnc2c1O	48*	.	.	-1	90*	.	13	-5	1.6	.
COC(=O)c1[nH]c2ccc(Br)cc2c1NC(=O)CN1CCN(C2CCCCC2)CC1	0.0	1	-0.4	-1	-5	12	8	19	.	1.2

(list continues)
SMILES	PfHsp40 yeast	Anthrax LF prot	Vc quorum ag	3CLpro inhibitor	SSB-PriA inh	Y pestis TopoI	CCHF vOTU inh	DUSP3 inh	TcdB inh	BoNT-A LC inh2
O=C(CSc1oc(-c2cccs2)nc1S(=O)(=O)c1ccccc1)NC1CCCCC1	0.1	0	-2.7	-4	-18	1	18	4	.	?
O=C(O)c1ccc(-c2noc(-c3ccccc3Cl)n2)cc1	-1.3	2	-11	.	-22	3	17	.	-0.9	-0.6
O/N=C1\CC2(Cc3nonc31)OCCO2	-0.6	1	i	6	.	1	3	26	.	-0.2
CNS(=O)(=O)c1cccc(C(=O)OCC(=O)Nc2nc(OC)cc(OC)n2)c1	0.1	0	i	.	-2	4	1	.	1.1	-2.1
O=C(Nc1ccccc1)OC1CCC2CC1CCC2OC(=O)Nc1ccccc1 (stereo not given)	1.9	-2	-0.7	12	-21	-7	2	-7	2.0	0.4
CCOc1ccc(C(C(=O)NC2CCCCC2)N(C(=O)c2csnn2)C2CC2)cc1 (stereo not given)	-1.0	-2	-0.4	4	4	0	2	12	-0.8	2.7
CCOC(=O)[C@@H]1[C@H]2COc3ccc(Br)cc3[C@H]2N2C(=O)N(c3ccc(F)cc3)C(=O)[C@]12C	2.1	-1	i	-3	7	1	17	28	0.8	0.2
Cc1cc(C)c(S(=O)(=O)N2CCCOC2CNC(=O)C(=O)NCc2cccnc2)c(C)c1 (stereo not given)	-0.5	0	-0.1	3	2	-5	-11	-7	-0.4	-0.7
COc1cc(CN2CC(=O)N(c3ccc(C)c(Cl)c3)C2=S)cc(OC)c1OC	1.1	8	-6.7	2	4	-6	-4	13	0.1	-2.7
COc1ccc(C(=O)Nc2nnc(SCC(=O)NC3CCCC3)s2)c(OC)c1	-0.2	-1	i	-2	-11	-6	-7	21	0.8	-4.3
O=C(C1CCCCC1)N1CCN(c2ccnc3cc(Cl)ccc23)CC1	-0.5	-8	-1.2	5	-14	1	12	17	0.0	?
Cc1cc2nc(C)n(CCCNC(=O)Nc3ccc(C#N)cc3)c2cc1C	-0.3	-2	-0.2	-3	8	-2	-8	47	.	-0.6
CSCCC(=O)N1CCC(n2nccc2NC(=O)CCCc2ccccc2)CC1	0.1	0	-3.4	2	0	3	1	12	0.3	-1.5
NS(=O)(=O)c1ccc(CCN=C(NS(=O)(=O)c2cccs2)c2ccccc2)cc1	0.0	-2	i	0	-3	3	-10	9	0.5	-0.4
Cn1c(=O)c2c(nc(CN3CCc4ccccc4C3)n2Cc2ccccc2)n(C)c1=O	0.7	-4	-5.6	0	-8	34	8	18	.	0.6
CSc1ncnc2c1cnn2-c1ccc(C)cc1C	-1.3	-7	-1.3	1	-10	1	-12	32	-1.4	-0.8
CCOc1ccccc1NC(=S)NC(=O)c1ccco1	75*	1	i	-2	-1	16	4	17	0.7	1.3
C=CCNc1oc(-c2cccc(F)c2)nc1C#N	8.4	3	i	.	30	2	2	.	-0.4	-0.5
O=C(NCc1cccc(Cl)c1)C1Cc2c(-c3cccc(F)c3)ccnc2O1 (stereo not given)	.	-7	-0.3	.	.	24	15	.	1.8	0.2
CC1CC(C)CN(C(=O)C(NS(=O)(=O)c2ccc(Br)s2)c2ccccc2)C1 (stereo not given)	5.2	0	-1.4	1	-11	44	22	-4	.	0.0
C/C(=N\NC(=O)c1ccc(Cl)c(Cl)c1)c1ccc(Br)s1	-1.7	-1	-0.2	4	.	-3	5	-26	.	-0.2
